# Compound activity deposited in PubChem by The Scripps Research Institute Molecular Screening Center.
# M4 antag: human M4 muscarinic receptor antagonists, primary screen, CHO cells, Fluo-8 calcium fluorescence. 360,000 tested, 0.73% active. inhibition, % at 3 µM. AID 624125, 2012. CHO-hM4 cells, ACh EC80. Muscarinic acetylcholine receptor M4 (Homo sapiens), P08173;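 active means inhibition above its plate's cutoff, the mean inhibition of sample wells plus 3 SD, cut at about 27% in these data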;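 further: 0% = acetylcholine EC80 with DMSO and 100% = DMSO without agonist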
# Target sequence (P08173 whole entry, looked up): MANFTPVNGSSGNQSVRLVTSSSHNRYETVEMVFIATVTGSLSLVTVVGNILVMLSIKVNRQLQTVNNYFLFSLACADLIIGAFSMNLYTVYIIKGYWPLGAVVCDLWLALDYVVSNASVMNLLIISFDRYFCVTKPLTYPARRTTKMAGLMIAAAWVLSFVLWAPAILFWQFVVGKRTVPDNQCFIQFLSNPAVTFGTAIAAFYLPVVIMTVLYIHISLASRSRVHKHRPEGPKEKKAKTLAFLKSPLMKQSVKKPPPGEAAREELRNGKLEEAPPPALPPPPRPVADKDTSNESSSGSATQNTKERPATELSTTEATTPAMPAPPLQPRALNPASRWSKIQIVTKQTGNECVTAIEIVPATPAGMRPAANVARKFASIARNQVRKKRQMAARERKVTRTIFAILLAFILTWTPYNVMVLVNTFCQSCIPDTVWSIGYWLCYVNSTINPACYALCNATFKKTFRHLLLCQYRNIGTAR
# CHO-K1 Ca antag: M1 antagonist counterscreen hit in parental CHO-K1 cells; 360,000 tested, 0.6% active; inhibition, % at 3 µM; ATP-induced calcium, Fluo-8 fluorescence; AID 602250;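 active means inhibition above a per-plate cutoff, the plate's mean sample inhibition plus 3 SD, cut at about 24% in these data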;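 further: 0% = DMSO plus EC80 ATP and 100% = DMSO alone without ATP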
# CHO-K1 Ca ag: counter-screen for M1 agonists: effect in parental CHO-K1 cells; Fluo-8 calcium fluorescence; scaled to maximal ATP response, vehicle zero; activation, % at 3 µM; 360,000 tested, 0.48% active; AID 602248, 2012; in the data active means activation above about 15%;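 further: untransfected CHO-K1 host cells lacking M1 receptor as counterscreen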
# CHRM4 PAM: human M4 muscarinic receptor positive allosteric modulators, primary screen, CHO-K1 cells, Fluo-8 calcium fluorescence. CHO-K1 hM4/Gqi5, ACh EC20; 0% = ACh EC20, 100% = maximal ACh. AID 624126, 2012. activation, % at 3 µM. 360,000 tested, 0.4% active;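 active means activation above its plate's cutoff, the mean activation of sample wells plus 3 SD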; further: some results filed as inactive read as strong as hits
# M1 PAM parental: nonselective calcium activators in parental CHO-K1 cells, primary screen, counter-screen for M1 PAM project, cell-based, Fluo-8 calcium fluorescence, full deck, 1536-well; ATP EC20; 0% at ATP EC20, 100% at ATP max; activation, % at 3 µM; 360,000 tested, 0.02% active;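 active means activation above the run cutoff, the mean activation of all test compounds plus 3 SD, cut at about 40% in these data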;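 further: peak over basal fluorescence ratio in a 140 s read after ATP addition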
# CHRM5 PAM: human M5 muscarinic receptor positive allosteric modulators, primary screen, CHO-K1 cells, Fluo-8 calcium fluorescence; 360,000 tested, 0.3% active; Muscarinic acetylcholine receptor M5 (Homo sapiens), P08912; AID 624038, 2012; activation, % at 3 µM; CHO-K1 hM5, ACh EC20 PAM; 0% = ACh EC20, 100% = ACh EC100;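 active means activation above the run cutoff, the mean activation of all test compounds plus 3 SD, cut at about 18% in these data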
# Target sequence (P08912 whole entry, looked up): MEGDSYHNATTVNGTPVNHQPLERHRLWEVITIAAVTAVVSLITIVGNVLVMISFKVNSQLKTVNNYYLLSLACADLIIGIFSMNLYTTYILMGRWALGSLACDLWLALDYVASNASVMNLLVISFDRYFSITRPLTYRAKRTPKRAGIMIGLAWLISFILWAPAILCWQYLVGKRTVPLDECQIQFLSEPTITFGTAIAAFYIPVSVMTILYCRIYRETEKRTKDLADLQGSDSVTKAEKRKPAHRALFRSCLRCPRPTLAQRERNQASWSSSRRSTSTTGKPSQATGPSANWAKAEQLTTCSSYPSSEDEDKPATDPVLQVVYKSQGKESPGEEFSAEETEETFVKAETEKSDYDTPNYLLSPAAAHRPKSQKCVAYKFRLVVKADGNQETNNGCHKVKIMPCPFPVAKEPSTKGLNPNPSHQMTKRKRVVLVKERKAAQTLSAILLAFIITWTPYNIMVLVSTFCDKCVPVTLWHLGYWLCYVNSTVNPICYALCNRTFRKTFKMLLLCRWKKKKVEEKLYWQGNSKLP
#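 Assay system: CHO-K1 hM5 cells / Incubation: Fluo-8 loading 80 min at 37 °C plus 30 min room temperature / Technique: Fluo-8 calcium dye fluorescence, kinetic read / Repeats: single replicate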
# M5 ag: human M5 muscarinic receptor agonists, primary screen, CHO-K1 cells, Fluo-8 calcium fluorescence; activation, % at 3 µM; CHO-K1 hM5 cells; 0% DMSO wells, 100% maximal acetylcholine response; 360,000 tested, 0.19% active;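 active means activation above the run's mean over test compounds plus 3 SD, cut at about 23% in these data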;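 further: signal is peak over basal fluorescence ratio across the kinetic read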
# CHRM5 antagonist: human M5 muscarinic receptor antagonists, primary screen, CHO cells, Fluo-8 calcium fluorescence. CHO-hM5 cells, ACh EC80. inhibition, % at 3 µM. 360,000 tested, 0.59% active;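 active means inhibition above a per-plate cutoff, the mean of that plate's test compounds plus 3 SD, cut at about 27% in these data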;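 further: 0% = acetylcholine EC80 with DMSO and 100% = DMSO without agonist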
# CHRM4 agonist: human M4 muscarinic receptor agonists, primary screen, CHO-K1 cells, Fluo-8 calcium fluorescence. Muscarinic acetylcholine receptor M4 (Homo sapiens), P08173. CHO-K1 hM4/Gqi5; vehicle 0%, full acetylcholine response 100%. activation, % at 3 µM. 360,000 tested, 0.14% active;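 active means activation above the run mean over all test wells plus 3 SD, cut at about 32% in these data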;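 further: peak over basal fluorescence ratio per well then scaled between controls; 0% = DMSO wells and 100% = acetylcholine at EC100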
# * hit, by the source's call; · = not tested or not shown; & = joins results of further samples.
SMILES,M4 antag,CHO-K1 Ca antag,CHO-K1 Ca ag,CHRM4 PAM,M1 PAM parental,CHRM5 PAM,M5 ag,CHRM5 antagonist,CHRM4 agonist
CC(C)CC1Nc2ncnc(N3CCCCC3)c2N(Cc2ccccc2)C1=O (configuration not stated),-7,-6,-1.0,9,-2,2,-11,4,0
O=C(Nc1nc2nc(-c3ccccc3)cc(-c3ccccc3)n2n1)c1ccco1,-3,10,3.0,-4,8,-33,-6,4,7
CCn1c(CCC(N)=O)nnc1SCC(=O)c1cc(C)n(C2CC2)c1C,-3,3,0.2,6,19,5,0,3,1
CC(=O)c1c(C)[nH]c(C(=O)OCC(=O)N2CCN(S(=O)(=O)c3ccc(C)cc3C)CC2)c1C,-4,-2,5.1,-13,15,-36,-1,3,15
O=C(Cc1ccccc1)NCC(=O)N/N=C/c1ccc([N+](=O)[O-])s1,4,-11,1.0,0,10,1,-3,16,1
O=C(CSc1ccc(-c2ccco2)nn1)NCc1ccccc1Cl,8,-1,1.0,0,15,4,0,0,1
O=C(Cc1cccs1)Nc1nncs1,-3,-9,-0.3,2,5,1,1,1,0
C#CCn1cc(CNC[C@H]2O[C@@H](n3cnc4c(=O)[nH]c(N)nc43)[C@H](O)[C@@H]2O)c2ccccc21,7,8,0.3,5,-9,-4,2,0,2
CCCCc1ccc(NC(=S)NCc2cccnc2)cc1,7,-1,3.6,-6,25,-4,0,6,6
Cc1cc(C)c[n+](-c2nc3ccccc3nc2C(=C=[N-])C#N)c1,-6&-7,-8&-12,0.8&1.0,4&5,15&15,-1&3,-2&-3,2&-8,1&1
CC(=O)N1CCN(c2cc(N3CCc4ccccc4C3)c(F)cc2[N+](=O)[O-])CC1,8,-5,2.5,0,-4,-11,-3,3,7
Cc1cc(CN2C(=O)c3ccccc3C2=O)cc(N2CCOCC2)c1,-13,-17,-0.2,1,11,-5,-7,-4,0
CC(C)(C)C(C(=O)n1cccc1C#N)c1ccccc1 (configuration not stated),12,-2,-1.1,-8,2,-18,-11,17,-1
COc1cc(CC(=O)OCC(=O)c2ccc[nH]2)cc(OC)c1OC,6,-12,0.7,1,7,-5,3,-8,2
CN1C[C@@H]2[C@@H]3C(=O)N(Cc4ccccc4)C(=O)[C@@H]3[C@](C)(C1=O)N2C(=O)c1ccc(F)cc1,1,-4,-0.3,1,16,-3,-1,4,2
Cc1ccn2c(C(=O)N/N=C\c3cccs3)c(C)nc2c1,2,-15,0.5,3,3,-1,3,3,0
COC(=O)CSc1nc(N2CCOCC2)c2c(c1C#N)CC(C)(C)OC2,-9,-12,3.5,2,14,-1,2,3,5
O=C1c2ccccc2C(=O)N1CCCn1c(=O)oc2ccccc21,-9,-7,0.7,8,17,-5,-1,11,0
CCSc1nnc(NC(=O)C2CCCCC2C(=O)OCC(F)(F)C(F)F)s1 (configuration not stated),2,-6,0.0,2,17,5,1,-7,0
CCOc1ccccc1C(=O)OCC(=O)Nc1ccc(OC(F)F)cc1,-4,5,0.6,11,-8,3,-3,-5,0
CCCSc1nc(C)c2cc(C)cc(C)c2n1,-2,-13,0.4,3,13,8,-6,-5,1
CCOC(=O)C(CC)(CCC(=O)O)c1csc(N)n1 (configuration not stated),1,2,0.2,3,9,1,0,-12,1
COC(=O)c1ccccc1NC(=O)CSc1nnc(C(CO)NC(=O)c2ccccc2)n1C (configuration not stated),-14,6,0.0,8,-13,-2,1,-8,1
Cc1nn(C)c(C)c1NC(=O)C12CC3CC(CC(C3)C1)C2,-4,2,0.4,12,9,4,0,-7,1
CCCS(=O)(=O)n1nc(-c2ccc(OC)cc2)cc1N,31*,1,-0.4,-14,-1,-8,-1,8,1

# The list goes on:
SMILES,M4 antag,CHO-K1 Ca antag,CHO-K1 Ca ag,CHRM4 PAM,M1 PAM parental,CHRM5 PAM,M5 ag,CHRM5 antagonist,CHRM4 agonist
Cc1ccc(S(=O)(=O)N(C)CC(=O)O/N=C(\N)c2cccc([N+](=O)[O-])c2)cc1,11,-9,1.3,-7,2,-11,-1,14,3
CCOc1ccccc1-n1nnnc1SCC(=O)O,10,-6,0.6,3,2,1,-3,-4,1
O=C(/C=C/c1ccccc1)NC(=S)NNS(=O)(=O)c1ccccc1,3,7,-0.3,-3,1,0,-2,-11,1
O=C1OC(Nc2ccc3ncccc3c2)c2ccccc21 (configuration not stated),1,-7,0.0,7,-3,-2,-3,3,1
CC(=O)Nc1ccc(S(=O)(=O)N2CCN(Cc3ccccc3[N+](=O)[O-])CC2)cc1,4,0,3.7,-14,-3,-13,3,4,7
CCn1ncc(NC(=S)Nc2ccc3c(c2)OCO3)c1C(N)=O,-1,-4,0.5,-3,7,2,4,9,2
CC(C)(C)n1nnnc1C(c1ccccc1)N1CCN(c2c(Cl)cncc2Cl)CC1 (configuration not stated),-6,-1,2.5,-7,3,-17,-2,-4,8
Cc1ccc(-c2cc(C(F)(F)F)n3ncc(C(=O)N4CCN(C)CC4)c3n2)cc1,-3,1,-0.6,-8,10,1,-3,0,0
COC(=O)[C@]12CCCCC=C1N(CCc1ccc(OC)c(OC)c1)C(=O)[C@H](CC(=O)NCCc1ccccc1OC)C2,0,·,·,-8,·,-14,5,15,20
COc1ccc(F)cc1S(=O)(=O)NC1CCCC1,2,-1,0.6,4,15,-1,1,-5,0
CCc1nc2c(OCCOc3ccccc3)cccn2c1N(C)C(=O)c1ccc(OC)cc1,-7,-20,0.8,0,15,-1,-3,-3,2
Cc1cc(-c2ccco2)n2c(nc3ccccc32)c1C#N,-10,-4,1.4,0,18,-2,-3,8,3
Cc1c[n+](C)ccc1CC1C([N+](=O)[O-])=C[N-]c2ncnn21 (configuration not stated),-1,-8,0.0,-7,11,-4,-1,5,1
COc1ccc(-c2noc(-c3ccc4c(c3)OCO4)n2)cc1,0,-13,0.0,1,6,2,-5,-2,0
Cc1nn(CC(=O)N2CCN(C34CC5CC(CC(C5)C3)C4)CC2)c(C)c1[N+](=O)[O-],25,-14,0.2,-19,14,13,-7,-11,1
CCO[C@H]1OC(C(=O)NCc2ccccc2)=C[C@@H](c2ccccc2)[C@@H]1CCCO,-10,11,0.8,1,-9,7,7,7,2
Cc1cc(C(=O)Nc2ccncc2)ccc1[N+](=O)[O-],0,-10,1.2,-1,4,-3,-2,8,2
CCN(CC)c1ccc(C2C3CCCCC3(O)CCN2CC(=O)N2CCCCC2)cc1 (configuration not stated),-11,-12,1.0,-8,20,6,-4,-10,1
O=C(COC(=O)COc1ccccc1)NCCc1ccccc1,13,2,0.5,-4,-2,3,1,15,0
Cc1nc(-c2ccc(F)cc2)c(CC(=O)N2CCN(S(=O)(=O)c3cccc([N+](=O)[O-])c3)CC2)s1,-1,-3,0.9,-6,11,-3,-1,6,8
O=C(CCCN1C(=O)c2ccccc2C1=O)Nc1ccc(S(=O)(=O)N2CCCCC2)cc1,-20,-29,5.9,5,21,3,2,-7,13
COc1ccc(/C=N/Nc2nonc2N)cc1OC,6,-5,0.0,2,10,5,-4,-3,1
Cc1cccc(CCNC(=O)Cc2ccc(NC3=NC4CS(=O)(=O)CC4S3)cc2)c1 (configuration not stated),-15,-14,1.3,5,23,-1,1,0,1
COc1ccc(S(=O)(=O)N2CCOCC2)c(C)c1C,2,-9,0.6,5,4,3,1,-3,1
CCOc1ccc(CN2CCCC(CNC(=O)c3ccc(F)cc3)C2)cc1CO (configuration not stated),-7,-4,0.3,0,15,15,-6,-15,1

# Whole records, quoted from the list. Values in the order: M4 antag	CHO-K1 Ca antag	CHO-K1 Ca ag	CHRM4 PAM	M1 PAM parental	CHRM5 PAM	M5 ag	CHRM5 antagonist	CHRM4 agonist
# Entry for COc1ccc(/C=N/Nc2nonc2N)cc1OC → 6	-5	0.0	2	10	5	-4	-3	1
# Entry for CCO[C@H]1OC(C(=O)NCc2ccccc2)=C[C@@H](c2ccccc2)[C@@H]1CCCO → -10	11	0.8	1	-9	7	7	7	2
# Entry for Cc1cc(C(=O)Nc2ccncc2)ccc1[N+](=O)[O-] → 0	-10	1.2	-1	4	-3	-2	8	2
# Entry for CC(=O)Nc1ccc(S(=O)(=O)N2CCN(Cc3ccccc3[N+](=O)[O-])CC2)cc1 → 4	0	3.7	-14	-3	-13	3	4	7
# Entry for CCOc1ccccc1-n1nnnc1SCC(=O)O → 10	-6	0.6	3	2	1	-3	-4	1

# (continued)
SMILES,M4 antag,CHO-K1 Ca antag,CHO-K1 Ca ag,CHRM4 PAM,M1 PAM parental,CHRM5 PAM,M5 ag,CHRM5 antagonist,CHRM4 agonist
CC1(C(=O)NS(=O)(=O)c2ccc(Br)cc2)CCN1C(=O)C/C=C/c1ccccc1 (configuration not stated),1,-1,0.5,1,21,5,3,9,0
Cc1ccc(OCC(=O)NCCCNC(=O)COc2ccc(C)cc2)cc1,-3,-1,0.8,6,6,3,-2,0,2
CCOc1ccc(C)cc1S(=O)(=O)N1CCCCC1,-1,6,-0.1,0,4,1,-3,3,-2
CCCOC(=O)C1=C(C)OC23OC(N)=C(C#N)C12C(=O)c1ccccc13 (configuration not stated),34*,-2,0.0,-16,-5,-12,-2,7,0
Cc1ccc(C)n1-c1nnc(N2CCC(C(=O)N3CCN(C)CC3)CC2)s1,-5,6,0.1,0,-10,-5,0,2,-1
NC(=O)c1cccnc1Sc1ccc(Cl)cc1,-7,-9,-0.1,1,12,1,-3,-4,1
O=C(NCC(c1ccco1)N1CCCCC1)c1cccnc1 (configuration not stated),-24,-17,-0.6,8,1,-15,-12,6,2
O=C(CSc1nnc(SCc2ccccc2)s1)N/N=C/c1ccc(Cl)cc1Cl,4,-4,0.6,-3,9,2,2,-1,0
CCC1CCCCN1CCCNC(=O)c1ccc2c(=O)n(CCOC)c(=O)[nH]c2c1 (configuration not stated),-4,-9,0.5,3,7,1,-4,7,2
Cc1ccccc1-n1c(C)c(C#N)c(=O)c(-[n+]2ccccc2)c1[S-],4,5,-0.1,-2,-13,-5,-4,3,1
O=C(Nc1ccc(-c2csc(Nc3ccccc3)n2)cc1)c1cc([N+](=O)[O-])cc(C(F)(F)F)c1,10,-2,-0.4,9,13,9,2,-1,2
CC1CN(C)C(C)c2c1oc1ccc([N+](=O)[O-])cc21 (configuration not stated),-5,-21,0.3,2,13,6,0,3,0
CCc1c(C)nc(SCC(=O)N2CCCCC2CC)[nH]c1=O (configuration not stated),1,-2,0.4,4,-11,0,-2,6,1
COc1ccccc1NC(=S)N(CCc1c(C)[nH]c2ccccc12)Cc1cccs1,-7,2,-0.8,-4,-3,-2,0,2,2
Cn1c(Cc2ccccc2)nnc1SCC(=O)Nc1ccc2c(c1)OCCO2,-6,-8,0.0,24,21,5,5,4,-1
CCOc1ccc(OCC(=O)OCC(=O)Nc2ccccc2C#N)cc1,-3,-5,2.1,0,6,2,0,-1,2
Cc1cc(OC(C)C(=O)Nc2ccncc2)ccc1Cl (configuration not stated),13,15,10,-7,0,-18,1,11,11
O=S(=O)(Nc1ccc(Cc2ccncc2)cc1)N1CCCC1,-4,-7,1.6,-1,8,-8,-3,8,4
NS(=O)(=O)c1ccc(CCNC(=O)c2ccc3c(c2)N(Cc2ccccc2)CCS3)cc1,12,-2,5.8,-15,5,-18,-4,31*,18
